# Screening results from PubChem.
# BL2 CD40 inh – CD40 pathway inhibition in BL2 cells | BL2 NF-kB luciferase reporter, CD40L-induced, 4 h | inhibition, % at 10 µM | 0.94% of 83,000 active | AID 1053188;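 active = mean inhibition of at least 50% with a set share of replicates also reaching that level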;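 also: 0% = neutral control wells and 100% = IKK inhibitor VII at 50 µM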
# * hit, by the source's call; & = joins results of further samples; [ ] = remark or other dose.
SMILES,BL2 CD40 inh
CC(NC(=O)c1csc2ccccc12)C1CCCO1 (stereo unspecified),-15
CCNC(=O)Nc1ccc(OC)cc1OC,5
CN(C)C(CNC(=O)c1cc(S(=O)(=O)N(C)Cc2ccccc2)ccc1Cl)c1ccco1 (stereo unspecified),7
O=C(CCn1c(=O)oc2ccccc21)NCCCN1CCOCC1,15
O=C(Cc1ccc([N+](=O)[O-])cc1)Nc1ccc2c(c1)CCC2,-3
Cn1c(C(=O)NCc2cccs2)cc2c(=O)n(C)c3ccccc3c21,5
COc1ccc(-n2cnnc2SCc2ncc(-c3ccccc3)o2)cc1,-5
CCc1noc(C)c1C(=O)Nc1nc(-c2ccc(NC(C)=O)cc2)cs1,9
Cc1ccc(NC(=O)c2nn(C34CC5CC(CC(C5)C3)C4)cc2[N+](=O)[O-])cc1,-1
CC(=O)NC(c1ccccc1)c1nc(-c2csc3ccccc23)cs1 (stereo unspecified),-1
CC(C)NC(=O)CN1CCN(C(=O)CCl)CC1,2
Cc1ccc(/C=N/NC(=O)C(C)Oc2cccc3ccccc23)o1 (stereo unspecified),4
CCN(Cc1ccccc1)C(=O)c1ccc(CNS(=O)(=O)c2ccc(C)cc2)cc1,24
C/C=C/c1ccc([C@@H]2[C@@H](CO)N(C(C)=O)[C@@H]2CN(C)C(=O)CN(C)C)cc1,-5
O=C(Nc1ccccn1)c1ccc2c(c1)OCCO2,-2

# Six compounds already listed, ordered by formula weight, rising.
SMILES,BL2 CD40 inh
O=C(Nc1ccccn1)c1ccc2c(c1)OCCO2,-2
CC(NC(=O)c1csc2ccccc12)C1CCCO1 (stereo unspecified),-15
O=C(Cc1ccc([N+](=O)[O-])cc1)Nc1ccc2c(c1)CCC2,-3
Cc1ccc(/C=N/NC(=O)C(C)Oc2cccc3ccccc23)o1 (stereo unspecified),4
O=C(CCn1c(=O)oc2ccccc21)NCCCN1CCOCC1,15
CCc1noc(C)c1C(=O)Nc1nc(-c2ccc(NC(C)=O)cc2)cs1,9

# More records:
SMILES,BL2 CD40 inh
Cc1cccc(C(=O)N/N=C/c2ccncc2)c1,-14
COc1ccc2c3c([nH]c2c1)[C@H](CO)N(C(=O)c1ccc(F)cc1)CC31CCN(Cc2cccnc2)CC1,0[25 µM]
O=C1CCCc2cc3c(ccc4ccccc43)cc21,-75
O=C(C[C@H]1CC[C@@H]2[C@H](COC[C@@H](O)CN2C(=O)c2ccncc2)O1)Nc1ccc(-c2ccccc2)cc1,2[25 µM]
FC(F)(F)c1cc(CO[C@H]2CCCN[C@H]2c2ccccc2)cc(C(F)(F)F)c1,6[25 µM]
CCOC(=O)c1ccoc1CN1CCN(S(=O)(=O)c2ccc(C)c(C)c2)CC1,2
CN(CCN1CCOCC1)Cc1nc(-c2ccccc2)no1,1
CCCn1nc(C(=O)NC2CCCCCC2)c2ccccc2c1=O,-7
COc1ccc(NC(=O)c2cc([N+](=O)[O-])nn2Cc2ccccc2)c(C)c1,-27
CCCCc1ccc(NC(=O)CSc2nc(=O)n3cc(C)ccc3n2)cc1,4
COCC(=O)NC[C@@H]1N[C@@H](CO)[C@H]1c1ccc(C2=CCCCC2)cc1,1[25 µM]
N#C[C@@H]1[C@H](c2ccc(C#Cc3cccc(F)c3)cc2)[C@@H](CO)N1C(=O)C1CCCC1,60*
O=C(NC1=NCCS1)c1cc(-c2ccccc2)nn1-c1ccccc1,0
C#Cc1ccc(NC(=O)C2(C)CCN2C(=O)C2(c3ccccc3)CC2)cc1 (stereo unspecified),17
Cc1ccc(CNC(=O)CCC2CCCN(C(=O)CCC(F)(F)F)C2)o1 (stereo unspecified),11
CCC1(CC)NC(=O)N(CC(=O)Nc2ccc(S(=O)(=O)N3CCOCC3)cc2)C1=O,5
CCN1CCN(c2nc(S(=O)(=O)c3ccc(C)cc3)c(Cl)s2)CC1,-8
CCOc1ncccc1C(=O)OCc1ccc(C(=O)OC)o1,1
O=C(CCCN1C(=O)NC2(CCCC2)C1=O)Nc1cccc(S(=O)(=O)N2CCOCC2)c1,0
C/C=C/c1ccc(C2[C@H]3CNC[C@@H]2N3S(C)(=O)=O)cc1 (stereo partly specified),-6&2[25 µM]
CCOc1cc(C(=O)OC(C(=O)NC(=O)NC)c2ccccc2)ccc1OCC(=O)N1CCOCC1 (stereo unspecified),2
COc1ccc(C(=O)NCc2nnc(SC)n2Cc2ccccc2)cc1,-7
Nc1c([N+](=O)[O-])cc(-c2cnc[nH]2)cc1[N+](=O)[O-],4
CC1(C(=O)NS(=O)(=O)Cc2cccc(Cl)c2)CCN1C(=O)Cc1ccc(Cl)cc1Cl (stereo unspecified),3
O=C(CN1CCN(S(=O)(=O)c2ccccc2)CC1)NCc1ccccc1,6
Cc1ccccc1-c1ccc([C@H]2[C@H](CO)N3CCCCN(S(=O)(=O)Cc4ccccc4)C[C@@H]23)cc1,-4[25 µM]
COc1ccc(NC(=O)N(C)C[C@@H]2OCCCC[C@@H](C)Oc3ccc(NC(=O)Nc4ccccc4)cc3C(=O)N([C@@H](C)CO)C[C@@H]2C)cc1,-11
Cc1ccccc1-c1ccc([C@H]2[C@@H](CO)N3CCCCN(S(=O)(=O)c4ccc(F)cc4)C[C@@H]23)cc1,0[25 µM]
CCCNC(=O)[C@H]1[C@H](CO)[C@H]2Cn3c(ccc(C4=CCCC4)c3=O)[C@@H]1N2Cc1ccncc1,-1[25 µM]
CCOc1ccc(NC(=O)CN(C)C(=O)c2cn(-c3ccc(F)cc3)nc2-c2cccc(OC)c2)cc1OCC,-4
O=C(C[C@H]1C=C[C@H](NC(=O)Cc2ccccn2)[C@@H](CO)O1)NCCc1ccncc1,2[25 µM]
CCOC(=O)c1sc(-c2ccc(Br)cc2)cc1N,-111
C[C@H](CO)N1C[C@H](C)[C@H](CN(C)C(=O)Cc2ccccc2)OCCCC[C@H](C)Oc2ccc(NS(C)(=O)=O)cc2C1=O,2[25 µM]
O=C1c2ccccc2C(=O)c2cc(S(=O)(=O)Nc3ccccc3)ccc21,21
Cc1cccc(S(=O)(=O)N(C)C[C@H]2OCc3ccccc3-c3ccccc3C(=O)N([C@H](C)CO)C[C@@H]2C)c1,17
COc1ccc(CNC(=O)C[C@@H]2C=C[C@@H](NC(=O)c3cccc(F)c3)[C@H](CO)O2)cc1,-1[25 µM]
COc1ccccc1/C=N/n1c(C)nnc1-n1nc(C)cc1C,4
Cc1ccc(N(C(=O)c2csnn2)C(C(=O)NC(C)(C)C)c2ccccn2)cc1 (stereo unspecified),4
CC1CC(C)CN(C(=O)/C=C/c2ccc([N+](=O)[O-])s2)C1 (stereo unspecified),1
CO[C@H]1CN(C)C(=O)c2ccc(NC(=O)c3ccccc3F)cc2OC[C@@H](C)N(C)C[C@H]1C,-10[25 µM]
COc1ccc(C(=O)CN2CCN(c3ncccn3)CC2)cc1,12
CO[C@H]1CN(C)C(=O)c2ccc(NS(C)(=O)=O)cc2OC[C@H](C)N(C(=O)C2CCCC2)C[C@H]1C,-15
Cc1ccc(NC(=O)C(=O)NCC2CCCN2S(=O)(=O)c2cccs2)cc1C (stereo unspecified),-22
O=C(c1ccc([N+](=O)[O-])o1)N1CCN(c2nc3ccc(F)cc3s2)CC1,32*
Cc1cccc(S(=O)(=O)N2CC[C@@H]3[C@H]2c2cc(-c4cccc(C#N)c4)ccc2N(C)[C@H]3CO)c1,14[25 µM]
CCOc1ccc(NS(=O)(=O)c2cccc(C(=O)NCC3(N(C)C)CCCCC3)c2)cc1,-10
O=C(C[C@@H]1CC[C@@H]2NC[C@@H](O)COC[C@H]2O1)NCc1ccc2c(c1)OCO2,3[25 µM]
COC(=O)c1cc(COC(=O)COc2ccc(C)c(C)c2)oc1C,7
Cc1cc(C(=O)NNC(=O)c2nn(C)c(=O)c3ccccc23)c(C)o1,0
Cc1ccc(CS(=O)Cc2ccc(C(=O)N3CCN(c4cccc(C)c4C)CC3)o2)cc1 (stereo unspecified),-5
COc1ccccc1NC(NC(=O)c1cccnc1)C(Cl)(Cl)Cl (stereo unspecified),0
N#C[C@@H]1[C@@H](c2ccc(C#Cc3ccccc3F)cc2)[C@H](CO)N1C(=O)C1CCOCC1,14
CCCn1cc(CN2CCCC(C(=O)c3ccc4c(c3)OCO4)C2)c(C)n1 (stereo unspecified),-7
O=C(C1CCOCC1)N1CC(=O)N2[C@H](CO)[C@H](c3ccc(C#CCc4ccccc4)cc3)[C@H]2C1,37[25 µM]
O=C(CNC(=O)c1ccco1)N/N=C/c1cccs1,-5
O=C(NCc1ccccc1)Nc1nnc([C@@H]2C[C@H](O)[C@@H](CO)O2)s1,-1
COc1ccc(NC(=S)NC(=NS(=O)(=O)c2ccc(Cl)cc2)c2ccccc2)cc1,-83
CC(=O)c1ccc(NC(=O)CCc2ccc(C)o2)cc1,-32
CO[C@H]1CN(C)C(=O)c2ccc(NS(C)(=O)=O)cc2OC[C@@H](C)N(C(=O)CN(C)C)C[C@H]1C,4[25 µM]
COc1ccc(OCC(=O)c2c(O)c3ccccc3oc2=O)cc1,-1

# Remaining list, next part.
SMILES,BL2 CD40 inh
COc1ccc(S(=O)(=O)N2CCCCC2)cc1NS(=O)(=O)c1ccc(CNC(C)=O)cc1,25
CC(=O)c1ccc(NC(=O)Nc2ccc(Cl)cc2)cc1,-95
COc1ccccc1-c1ccc(C2[C@@H]3CN(C(=O)c4ccncc4)C[C@H]2N3)cc1 (stereo partly specified),1&4[25 µM]
COc1ccc(OC)c(Cc2nnc(CCC(=O)NCc3ccsc3)o2)c1,-25
CC(=O)N1[C@@H]2c3ccc(C4=CCCCC4)c(=O)n3C[C@H]1[C@H](CO)[C@H]2C(=O)NC1CCC1,2
CO[C@@H](CN(C)S(=O)(=O)c1cccc(Cl)c1)[C@H](C)CN([C@H](C)CO)S(=O)(=O)c1cccc(Cl)c1,3
COc1ccc(NC(=O)N(C)C[C@H]2Oc3c(NS(=O)(=O)c4c(C)noc4C)cccc3C(=O)N([C@@H](C)CO)C[C@H]2C)cc1,-7[25 µM]
COc1ccc(C(CNC(=O)c2cccc(NS(=O)(=O)c3ccc(C)c(F)c3)c2)N2CCCC2)cc1 (stereo unspecified),-8
NC(=O)c1ccsc1NC(=O)COC(=O)Cc1c[nH]c2ccccc12,2
COc1ccc(C2(C(=O)O)CCCC2)cc1,9
Cc1cc(=O)[nH]c(N2CCc3ccccc3C2)n1,-8
CCOC(=O)C1(C)NC(c2ccco2)C2C(=O)N(c3ccccc3)C(=O)C21 (stereo unspecified),-7
C[C@H](CO)N1C[C@H](C)[C@H](CN(C)C(=O)c2ccccc2)OCc2ccccc2-c2ccccc2C1=O,-12
O=C(O)CCC(=O)NCC(=O)c1ccc(F)cc1,3
CCN(CC)C(=O)c1cccc(-c2csc(C(O)c3ccccc3)n2)c1 (stereo unspecified),-9
COc1cc2c(C#N)c(N3CCOCC3)nc(N)c2c(N)n1,22
O=C(NCCc1ccccc1)c1ccc(NC(=O)c2cccnc2)cc1,-18
O=C(c1cc(-c2ccccc2)nc2ccccc12)N1CCCc2ccccc21,-4
COC(=O)c1c(C)oc2c1cc(NS(=O)(=O)c1cccs1)c1ccccc12,15
Cc1ccc(C(C)C)c(OCC(=O)OCC(=O)NC2CC2)c1,17
CCCOC(=O)Nc1ccccc1C(N)=O,10
Cc1nc(C)c(-c2csc(Nc3cccnc3)n2)s1,-58
O=C(NCc1nnnn1-c1ccc(F)cc1)c1cc2ccccc2o1,-3
CC(=O)N1CCCCN2[C@@H](CO)[C@@H](c3ccc(-c4ccccc4)cc3)[C@@H]2C1,-3[25 µM]
O=C(COC(=O)c1ccc(Cl)nc1)NCCc1ccc(F)cc1,1
NC(=O)C1CC12c1ccccc1-c1ccccc12 (stereo unspecified),-2
O=S(=O)(CC(O)(c1ccccc1)c1ccccc1)CC(O)(c1ccccc1)c1ccccc1,18
O=C(Nc1ccccc1C(=O)Nc1nccs1)c1ccccc1,-1
C[C@H]1CN([C@@H](C)CO)C(=O)CCCn2cc(nn2)CO[C@H]1CN(C)C(=O)C1CC1,8[25 µM]
O=C(Nc1nccs1)C1CCN(S(=O)(=O)c2cccs2)CC1,8

# 7 of the entries above in order of their number in BL2 CD40 inh, rising.
Compound	BL2 CD40 inh
Cc1nc(C)c(-c2csc(Nc3cccnc3)n2)s1	-58
O=C(NCc1nnnn1-c1ccc(F)cc1)c1cc2ccccc2o1	-3
O=C(Nc1ccccc1C(=O)Nc1nccs1)c1ccccc1	-1
O=C(COC(=O)c1ccc(Cl)nc1)NCCc1ccc(F)cc1	1
O=C(Nc1nccs1)C1CCN(S(=O)(=O)c2cccs2)CC1	8
Cc1ccc(C(C)C)c(OCC(=O)OCC(=O)NC2CC2)c1	17
O=S(=O)(CC(O)(c1ccccc1)c1ccccc1)CC(O)(c1ccccc1)c1ccccc1	18

# (cont.)
SMILES,BL2 CD40 inh
CN1CCN(c2nc(-c3cccs3)cs2)CC1,-26
CO[C@H](CN(C)C(=O)c1cnccn1)[C@@H](C)CN([C@@H](C)CO)S(=O)(=O)c1ccccc1,12[25 µM]
CCOC(=O)c1c(NC(=O)CSc2ncnc3[nH]ncc23)sc2c1CCC(C)C2 (stereo unspecified),13
CSc1nc2c(cc1C#N)CCCCC2,21
Cn1c(=O)c2c(nc(Br)n2CCSc2ncccn2)n(C)c1=O,5
C[C@@H]1CN([C@H](C)CO)C(=O)c2c(c3ccccc3n2C)-c2ccccc2CO[C@H]1CN(C)Cc1ccc2c(c1)OCCN2C,14
O=C(Nc1ccncc1)c1cc(-c2cccc(Br)c2)nc2ccccc12,3
COc1ccccc1C(=O)NCC(=O)OCC(=O)c1cccc2ccccc12,-1
Cc1ccc(S(=O)(=O)Oc2ccc(C(c3c(C)[nH][nH]c3=O)c3c(C)[nH][nH]c3=O)cc2)cc1,21
COCCN(C(=O)CSc1nnc(-c2ccncc2)n1C)c1c(N)n(CC(C)C)c(=O)[nH]c1=O,5
Cc1ccc(CNC(=O)CSc2nnc3n2CCCCC3)cc1,6

# Marked active in BL2 CD40 inh (from the list above):
SMILES,BL2 CD40 inh
N#C[C@@H]1[C@H](c2ccc(C#Cc3cccc(F)c3)cc2)[C@@H](CO)N1C(=O)C1CCCC1,60*
O=C(c1ccc([N+](=O)[O-])o1)N1CCN(c2nc3ccc(F)cc3s2)CC1,32*

# Some of the compounds tested; rates above refer to the full screens.
